DAX1 inh-1: DAX1 (NR0B1) inhibitors, primary screen, cell-based, HEK293, Gal4-DAX1, luciferase luminescence. Nuclear receptor subfamily 0 group B member 1 (Homo sapiens), P51843. HEK293 Gal4-DAX1 luciferase reporter. inhibition, % at 6.75 µM. actives 0.99% (n = 340,000). AID 504766, 2011;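 active = inhibition above the mean over all tested compounds plus 3 SD, cut at about 4.2% in these data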;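 also: 0% = DAX1-transfected cells with DMSO and 100% = empty-vector control cells with DMSO; inhibition shows as a rise in luminescence from relieved DAX1 repression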
Target sequence (P51843 207-470 limits assumed): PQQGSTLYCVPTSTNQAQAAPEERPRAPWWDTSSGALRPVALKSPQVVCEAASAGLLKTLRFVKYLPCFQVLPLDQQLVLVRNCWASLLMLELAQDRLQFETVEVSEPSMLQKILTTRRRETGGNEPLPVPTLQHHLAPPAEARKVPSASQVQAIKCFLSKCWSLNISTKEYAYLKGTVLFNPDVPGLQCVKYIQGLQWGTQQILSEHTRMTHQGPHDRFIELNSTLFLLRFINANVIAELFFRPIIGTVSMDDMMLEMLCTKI
GAA850 FXN act: FXN promoter activators, primary screen, cell-based, luciferase luminescence, HEK293 lucGAA850. HEK293 lucGAA850 FXN promoter luciferase reporter, 24 h; percent of 10 µM SAHA response. AID 540364, 2011. actives 0.56% (n = 360,000). activation, % at 6 µM;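 active = activation above the average of all compounds screened plus 3 SD, cutoff fixed separately per campaign, cut at about 7.5% in these data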;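 also: 0% = DMSO wells and 100% = 10 µM SAHA wells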
PLC-beta3 inh: human PLC-beta3 inhibitors, primary screen, biochemical, fluorescence. inhibition, % at 12.2 µM. actives 0.18% (n = 370,000). 1-phosphatidylinositol 4,5-bisphosphate phosphodiesterase beta-3 (Homo sapiens), Q01970. Purified PLC-beta3, fluorogenic substrate; in the data active = inhibition above about 11%;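 also: 0% = median of compound wells on plate and 100% = full blocker control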
Rev-erbA mod: modulators of Rev-erb alpha DNA binding, primary screen, biochemical, FITC-DNA, fluorescence polarization, uHTS; Nuclear receptor subfamily 1 group D member 1 (Homo sapiens), P20393; Rev-erbα–FITC-DNA binding, 90 min; activity, % at 10 µM; actives 0.79% (n = 370,000); AID 1259318, 2017;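 active = activity above about 14%, limit read from the data; passing the limit was not always enough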;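 also: 0% = DMSO wells with 35 nM protein and 100% = DMSO wells with 750 nM protein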
Target sequence (P20393 whole entry, looked up): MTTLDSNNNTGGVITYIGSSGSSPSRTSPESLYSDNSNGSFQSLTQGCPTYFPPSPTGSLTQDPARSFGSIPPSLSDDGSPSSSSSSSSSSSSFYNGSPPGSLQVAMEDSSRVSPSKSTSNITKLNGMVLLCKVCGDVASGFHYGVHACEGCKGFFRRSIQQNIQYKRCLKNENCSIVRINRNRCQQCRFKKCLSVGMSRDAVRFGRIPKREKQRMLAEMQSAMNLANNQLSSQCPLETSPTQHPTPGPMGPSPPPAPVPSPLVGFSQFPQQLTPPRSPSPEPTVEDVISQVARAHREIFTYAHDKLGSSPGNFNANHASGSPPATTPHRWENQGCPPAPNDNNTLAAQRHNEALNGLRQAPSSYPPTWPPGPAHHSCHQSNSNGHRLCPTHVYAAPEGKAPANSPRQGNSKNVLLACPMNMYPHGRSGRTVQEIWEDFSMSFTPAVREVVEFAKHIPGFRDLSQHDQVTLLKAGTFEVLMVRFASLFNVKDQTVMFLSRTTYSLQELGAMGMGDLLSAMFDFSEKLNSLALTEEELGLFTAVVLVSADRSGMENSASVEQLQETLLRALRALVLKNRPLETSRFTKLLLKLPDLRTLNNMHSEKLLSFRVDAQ
DAX1 inh-2: DAX1 (NR0B1) inhibitors on StAR promoter, primary screen, cell-based, luminescence, SF-1 (NR5A1), full-length DAX-1. HEK293T StAR-luciferase reporter, SF-1/DAX-1 repression relief. inhibition, % at 6.8 µM. actives 1.1% (n = 370,000). AID 652010, 2013;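 active = inhibition above the mean over all tested compounds plus 3 SD, cut at about 3.6% in these data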;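 also: 0% = DAX-1 cells with DMSO and 100% = cells lacking DAX-1 with DMSO; higher inhibition means more luminescence from relief of DAX-1 repression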
PG9 Ab binder: binders of HIV-1 gp120 antibody PG9, primary screen, biochemical, TR-FRET | TR-FRET gp120-PG9 antibody binding | inhibition, % at 6.7 µM | actives 0.43% (n = 360,000); in the data active = inhibition above about 8.5%
hgDAF-12 ag: H. glycines DAF-12 receptor agonists, primary screen, cell-based, luminescence, HEK293, GAL4 fusion, UAS-luciferase; Nuclear hormone receptor DAF-12 (Heterodera glycines), GAL4 fusion; HEK293 GAL4-hgDAF12 UAS-luciferase reporter, agonist luminescence; normalized to butyrate control; activation, % at 6.8 µM; actives 1.8% (n = 370,000); AID 687014, 2013;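 active = activation above a cutoff set at the mean of all screened compounds plus 3 SD, cut at about 10% in these data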;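 also: 0% = DMSO wells and 100% = sodium butyrate wells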
sPLA2-III inh: human group III sPLA2 inhibitors, primary screen, biochemical, QFRET, BODIPY PC-A2 liposome substrate | QFRET BODIPY PC-A2 liposome hydrolysis, fluorescence | inhibition, % at 12.2 µM | actives 0.56% (n = 370,000) | AID 743126, 2013;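 active = inhibition above mean plus 3 SD of compounds lying within the high and low control bounds, cut at about 19% in these data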;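 also: 0% = median of test compound wells and 100% = no enzyme DMSO wells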
hcDAF-12 act: H. contortus DAF-12 nuclear receptor activators, primary screen, cell-based, luminescence, HEK293, lit1-tk-luc reporter. actives 1.4% (n = 370,000). activation, % at 6.8 µM. HEK293 hcDAF-12 lit1-tk-luc reporter; 0% DMSO, 100% Δ7-dafachronic acid;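 active = activation above the mean of all tested compounds plus 3 SD, cut at about 5.5% in these data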;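 also: 100% = response to 3 µM Δ7-dafachronic acid high control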
ssDAF-12 act: S. stercoralis DAF-12 nuclear receptor activators, primary screen, cell-based, luminescence, HEK293, GRIP1 co-expression, lit1-tk-luc; HEK293 ssDAF-12/GRIP1 lit1-tk-luc reporter; % of 3 µM dafachronic acid response; activation, % at 6.8 µM; actives 1% (n = 370,000);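 active = activation above the mean over all tested compounds plus 3 SD, cut at about 0.9% in these data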;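 also: 0% = DMSO-only wells and 100% = 3 µM delta7-dafachronic acid wells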
SMARCA2 activ: SMARCA2 (BRM) function activators, primary screen, cell-based, luminescence, high throughput | actives 1% (n = 370,000) | AID 652017, 2013 | activation, % at 9.1 µM | MG213 cells, MMTV-luciferase reporter, dexamethasone, overnight; in the data active = activation above about 7.8%;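 also: 0% = vehicle wells and 100% = reference activator wells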
Starred values were filed as active, the others as inactive; i = inactive; x = not tested or not shown; & = joins results of further samples. Random draw from the library; about 7% have a hit in one of these screens.

| molecule | PG9 Ab binder | PLC-beta3 inh | hcDAF-12 act | DAX1 inh-2 | DAX1 inh-1 | GAA850 FXN act | hgDAF-12 ag | sPLA2-III inh | ssDAF-12 act | SMARCA2 activ | Rev-erbA mod |
| --- | --- | --- | --- | --- | --- | --- | --- | --- | --- | --- | --- |
| Cc1cc(C(=O)N2CCCC(CNS(=O)(=O)c3cccs3)C2)nn1C (stereo not given) | -0.4 | 2 | -2.5 | -0.3 | 0.6 | -0.3 | 2.1 | -5 | -0.9 | 1 | 6 |
| COc1ccccc1OCC(=O)N1CCC2(CC1)CC(=O)c1ccccc1O2 | 1.3 | -23 | 0.7 | 1.0 | 0.1 | 0.0 | 0.4 | -40 | -1.1 | 0 | -3 |
| COc1ccc(OC)c2c1cc(C(=O)N[C@H](C(=O)N1CCC[C@H]1C(=O)O)C(C)C)n2C | -5.2 | -111 | -0.9 | -0.3 | -0.1 | 1.9 | 3.1 | 3 | -1.2 | 2 | -5 |
| CC(C)c1ccc(NC2CCCN(C(=O)CCn3cnnn3)C2)cc1 (stereo not given) | -2.2 | -6 | -0.4 | -1.7 | -0.3 | 0.4 | -2.1 | 1 | 0.1 | 3 | -5 |
| Cc1nn(-c2ccc(F)cc2)c(Cl)c1/C=C/C(=O)OCC(=O)Nc1ccc(F)cc1F | 0.3 | -1 | -0.4 | 0.5 | -0.1 | 1.2 | -0.8 | -2 | -1.1 | -2 | -5 |
| C[C@H]1CN([C@@H](C)CO)S(=O)(=O)c2ccc(Br)cc2O[C@@H]1CN(C)C(=O)c1cccnc1 | -1.2 | 2 | -1.0 | 0.7 | 1.0 | -0.3 | -3.9 | 3 | -1.1 | -6 | 2 |
| O=C(CN1C(=O)S/C(=C\c2ccc(F)cc2)C1=O)NC1C=CS(=O)(=O)C1 (stereo not given) | 1.6 | -9 | -0.7 | 0.6 | 0.1 | 4.1 | 1.0 | 8 | -0.8 | -3 | -8 |
| Cc1ccc(NC(=O)COc2cccnc2[N+](=O)[O-])cc1S(=O)(=O)N1CCCCC1 | 0.9 | 5 | -4.8 | -1.4 | -1.7 | 0.1 | -2.5 | -12 | -1.9 | -3 | 11 |
| COc1cccc(NC(=O)CN(C)C(=O)/C=C/c2ccc(S(=O)(=O)N3CCCCCC3)cc2)c1 | -2.0 | 5 | -2.2 | -2.1 | -1.1 | 0.0 | 3.5 | -5 | -0.9 | 0 | 0 |
| C[C@H]1Cn2cnc(C(=O)N3CCN(C(=O)OC(C)(C)C)CC3)c2C(=O)N1 | -0.5 | 1 | -1.1 | 0.8 | x | x | -1.9 | 6 | -0.7 | -4 | 6 |
| Cc1ccc(NC(=O)C2CCCN(S(=O)(=O)c3cccc4cccnc34)C2)cc1 (stereo not given) | 1.2 | -5 | -0.9 | 0.1 | 0.1 | -2.9 | 0.5 | -8 | -1.3 | 0 | 1 |
| Cc1ccccc1C(=O)c1ccc2c(c1)n(C)c(=O)n2C | -1.5 | -2 | -1.5 | -0.7 | 0.2 | -2.4 | 2.4 | 1 | -0.9 | 0 | -2 |
| CCOc1cc(CNn2cnnc2)cc(Cl)c1OCC(=O)NC(C)(C)C | -2.4 | -5 | -0.2 | 0.1 | -0.5 | 1.3 | -0.6 | -2 | -1.4 | -1 | -2 |
| O=C(NCC(=O)N1CC=C(c2ccccc2)CC1)c1ccc(OC(F)F)cc1 | -1.5 | -5 | -2.2 | -4.4 | -1.0 | -1.7 | -2.4 | 11 | -2.1 | -5 | -3 |
| CC(=O)Cc1nsc(NC(=O)c2c(-c3ccccc3Cl)noc2C)n1 | -0.6 | 1 | -1.1 | 0.3 | -0.2 | 0.3 | 3.6 | -10 | -0.5 | -2 | 6 |
| CC(C)Cn1cc(-c2cccc3nccn23)cn1 | -2.9 | -70 | -1.4 | 0.8 | x | 2.0 | -0.2 | -4 | -1.1 | -2 | 3 |
| COc1cccc(C(=O)Nc2ccc(NC(C)=O)cc2)c1 | 0.6 | -1 | -0.2 | 1.6 | 1.3 | -0.1 | 3.0 | 4 | -1.4 | 0 | -1 |
| CS(=O)(=O)ON=C1CCN(S(=O)(=O)c2ccccc2)CC1 | -2.8 | 2 | 0.2 | -0.1 | 0.6 | -0.2 | -1.0 | 5 | -1.4 | -5 | 5 |
| Cc1cc(S(=O)(=O)NC2CC(C)(C)NC(C)(C)C2)c(Cl)cc1Cl | -0.8 | -6 | -0.7 | -0.2 | -1.4 | -0.4 | 3.4 | -1 | -1.7 | 1 | -2 |
| O=C1NC[C@H](CCCCN2CCN(CCC3CCCCC3)C(=O)C2=O)N(CCc2ccccc2)C1=O | -0.5 | -1 | 2.0 | -1.5 | x | x | -1.9 | -4 | -1.4 | 2 | -6 |
| COc1ccc(/C=C/C(=O)NCCCc2ccccc2)cc1OC | -0.4 | -7 | -1.4 | 0.3 | -1.4 | 1.1 | 3.0 | -1 | -0.7 | 0 | -4 |
| COc1ccc(C(C)=O)c(OC(=O)c2ccco2)c1 | 1.2 | -1 | -0.7 | 0.3 | 0.5 | -0.8 | 0.8 | 7 | -0.9 | -6 | 0 |
| CN1CCN(c2ccc(CNS(=O)(=O)Cc3cccc(C(F)(F)F)c3)cc2)CC1 | 0.5 | -2 | -3.4 | -1.7 | x | -3.3 | -6.3 | 15 | -2.2 | -8 | 2 |
| CN1C(CC(=O)c2ccccc2)CCCC1CC(O)c1ccccc1 (stereo not given) | -0.7 | 3 | -1.6 | 0.3 | 1.0 | -0.5 | 1.5 | 11 | -1.8 | -4 | -9&-1 |
| CC1CCCCN1C(=S)Nc1ccc2nc3n(c(=O)c2c1)CCCCC3 (stereo not given) | -2.5 | -123 | -4.0 | -0.6 | 2.6 | 0.8 | -0.5 | 0 | -1.0 | -2 | 3 |
| CNC(=O)CN1C(=O)COc2ccc(S(=O)(=O)N3CCCCCC3)cc21 | 0.5 | -1 | 0.2 | 1.5 | 0.8 | 0.3 | 0.3 | 2 | -1.3 | -2 | -10 |
| C/C(=N\NC(=O)CNc1cccc(Cl)c1C)c1cccs1 | -3.0 | 1 | -1.2 | 0.3 | -0.1 | 4.2 | 2.3 | -1 | -0.9 | 0 | -3 |
| Cc1ccc(/C=N/n2c(-c3cccnc3)n[nH]c2=S)o1 | -2.0 | -3 | 1.0 | 0.0 | x | 0.3 | 2.6 | 8 | -0.5 | 4 | -6 |
| COc1ccc([N+](=O)[O-])cc1NC(=S)NC(C)=O | -1.8 | -6 | 1.1 | 0.0 | 8.8* | -1.0 | -1.9 | 7 | 0.3 | -4 | -2 |
| COc1cccc(C(c2nnnn2Cc2ccccc2)N2CCN(C(=O)c3ccco3)CC2)c1OC (stereo not given) | 0.6 | -1 | -1.6 | -0.2 | -0.7 | -1.9 | -0.9 | 3 | -1.3 | -1 | -4 |
| COc1ccc(CCNC(=O)COc2ccc3c(C)cc(=O)oc3c2)cc1OC | -3.1 | -6 | -2.5 | 0.0 | -0.4 | 0.0 | 1.7 | -4 | -1.0 | 0 | -4 |
| Cc1c(Cl)cccc1NS(=O)(=O)c1cn(C)c(=O)n(C)c1=O | 1.1 | 2 | 0.0 | 0.6 | 0.0 | 1.5 | -1.4 | 9 | -0.9 | -2 | 0 |
| O=C(NCC(c1cccs1)N1CCOCC1)c1cc(-c2ccccn2)nc2ccccc12 (stereo not given) | -1.7 | -6 | -1.0 | -0.8 | -1.1 | -0.1 | -1.3 | -5 | -1.8 | 0 | -1 |
| COc1ccc(O)c(C(=O)CC(=O)c2cccnc2)c1 | -1.3 | i | 2.5 | 6.5* | 4.2 | 2.4 | 10 | 1 | -0.1 | 13* | -5 |
| Cc1ccnc(NC(=O)CN(C)S(=O)(=O)c2cccc3nsnc23)c1 | 0.0 | -2 | -0.4 | -0.3 | -0.7 | -0.5 | -1.2 | 11 | -1.1 | -4 | -4 |
| C=CCn1c2ccccc2c2nnc(SCCN3CCCCC3)nc21 | -1.7 | -11 | 2.2 | 0.1 | -0.7 | 2.4 | 1.9 | -8 | -0.4 | 1 | -3 |
| Cc1nc(CCN2C(=O)c3ccccc3C2=O)n[nH]1 | 0.1 | 3 | 0.8 | -0.5 | -0.4 | 1.2 | 0.6 | 5 | -1.4 | -1 | -3 |
| COc1cc(/C=N/NC(=O)c2cc3c(ccc4ccccc43)o2)cc(OC)c1O | -2.7 | -177 | 1.7 | 0.0 | -0.5 | -1.1 | 3.2 | -19 | -1.5 | 2 | -18 |
| COc1ccc(NC(=O)C2C(c3ccccc3)C2(Cl)Cl)cc1 (stereo not given) | 0.3 | -5 | -1.2 | -0.2 | -1.8 | 0.2 | -0.9 | 0 | -1.8 | -3 | -7 |
| COc1ccc(-c2cnn(-c3ccccc3)c2N)cc1OC | -4.7 | 1 | -2.2 | -0.6 | 0.8 | 1.5 | 0.3 | 1 | -0.9 | -4 | -1 |
| CCOC(=O)C1=C(C)NC(=O)NC1c1ccc(Br)o1 (stereo not given) | -1.8 | -2 | -1.2 | 1.3 | 0.1 | -1.1 | 0.7 | 17 | -1.2 | -1 | 6 |
| Cc1cc(OCC(=O)NCC(c2ccc(F)cc2)N2CCOCC2)ccc1Cl (stereo not given) | 0.7 | -7 | 0.3 | 1.8 | 0.0 | -0.1 | -2.6 | 1 | -0.9 | -2 | 0 |
| O=C(NCCC1=CCCCC1)C1CCC(CNc2nc(=S)[nH]c3ccccc23)CC1 (stereo not given) | -0.5 | -4 | -1.2 | -0.3 | -0.5 | 1.5 | -0.3 | 6 | 0.1 | 1 | 4 |
| Cc1cc(NC(=O)CSc2ncnc3sc(C)c(C)c23)no1 | 3.5 | -4 | -0.7 | 0.9 | 0.0 | 0.5 | 0.5 | -3 | -1.5 | -1 | 14 |

Entries listed so far that have bromine (2):
| molecule | PG9 Ab binder | PLC-beta3 inh | hcDAF-12 act | DAX1 inh-2 | DAX1 inh-1 | GAA850 FXN act | hgDAF-12 ag | sPLA2-III inh | ssDAF-12 act | SMARCA2 activ | Rev-erbA mod |
| --- | --- | --- | --- | --- | --- | --- | --- | --- | --- | --- | --- |
| C[C@H]1CN([C@@H](C)CO)S(=O)(=O)c2ccc(Br)cc2O[C@@H]1CN(C)C(=O)c1cccnc1 | -1.2 | 2 | -1.0 | 0.7 | 1.0 | -0.3 | -3.9 | 3 | -1.1 | -6 | 2 |
| CCOC(=O)C1=C(C)NC(=O)NC1c1ccc(Br)o1 (stereo not given) | -1.8 | -2 | -1.2 | 1.3 | 0.1 | -1.1 | 0.7 | 17 | -1.2 | -1 | 6 |

High-throughput results (PubChem BioAssay)
